AMA1 RON2 block: qHTS for Inhibitors of AMA1-RON; Towards Development of Antimalarial Drug Lead: Primary Screen. Plasmodium falciparum AMA1 (3D7) - RON2 peptide interaction. 0.2% of 360,000 active. AID 720542, 2013. Potency, µM (doses to about 58.2 µM), for the others: at the highest dose activity change, negative = inhibition, most hits filed as inhibitors. AlphaScreen AMA1-biotinylated RON2 peptide binding;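 also: potency is read from the fitted curve at half-maximal effect; 0% = vehicle wells and -100% = peptide control; nearly all actives have a fitted effect of over 45% in size; some results filed as inactive show a strong effect at the top dose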
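AMA1 (3D7) with his tag at 25 nM final met compounds first, then biotinylated RON2 peptide at 25 nM; detection used donor plus acceptor beads, 10 µg/mL apiece, read by AlphaScreen after 30 min at room temperature.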
AmpC inh detg: qHTS Inhibitors of AmpC Beta-Lactamase (assay with detergent). P00811. AmpC hydrolysis of nitrocefin, absorbance 480 nm, 0.01% Triton. Potency, µM (series often up to 114 µM), without a hit: top-dose activity change, negative = inhibition, most hits filed as inhibitors. 0.041% of 370,000 active;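 also: potency is read from the fitted curve at half-maximal effect; 0% = no-compound wells and -100% = no-enzyme wells; nearly all actives have a fitted effect of over 25% in size; some results filed as inactive show a strong effect at the top dose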
Target sequence (P00811 whole entry, looked up): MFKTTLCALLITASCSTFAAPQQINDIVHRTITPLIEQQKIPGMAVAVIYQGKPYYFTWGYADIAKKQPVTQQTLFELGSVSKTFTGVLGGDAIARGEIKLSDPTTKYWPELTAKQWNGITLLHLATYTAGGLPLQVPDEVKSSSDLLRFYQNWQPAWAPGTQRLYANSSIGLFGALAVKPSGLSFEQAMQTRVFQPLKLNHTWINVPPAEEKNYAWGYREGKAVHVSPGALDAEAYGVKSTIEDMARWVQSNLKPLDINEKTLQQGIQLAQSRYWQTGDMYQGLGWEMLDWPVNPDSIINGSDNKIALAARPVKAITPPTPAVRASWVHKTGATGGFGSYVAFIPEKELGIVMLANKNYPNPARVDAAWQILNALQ
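20 mM phosphate pH 7.0 + 0.01% (detergent screen) or 0.0001% Triton X-100; 5.3 nM AmpC reagent; cpd preinc 15 min RT; nitrocefin (800 uM stock) to start; A480 q20 s × 4 min; Activity was normalised to no-enzyme and no-compound control wells.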
LmPK inh: qHTS Assay for Inhibitors of Leishmania Mexicana Pyruvate Kinase (LmPK) | AID 1721, 2009 | Potency, µM (top dose mostly 57.5 µM), without a hit: at the highest dose activity change, negative = inhibition, most hits filed as inhibitors | purified LmPK, Kinase-Glo ATP luminescence, 1 h | Q27686 | 0.37% of 290,000 active; also: potency is read from the fitted curve at half-maximal effect
Target sequence (Q27686 whole entry, looked up): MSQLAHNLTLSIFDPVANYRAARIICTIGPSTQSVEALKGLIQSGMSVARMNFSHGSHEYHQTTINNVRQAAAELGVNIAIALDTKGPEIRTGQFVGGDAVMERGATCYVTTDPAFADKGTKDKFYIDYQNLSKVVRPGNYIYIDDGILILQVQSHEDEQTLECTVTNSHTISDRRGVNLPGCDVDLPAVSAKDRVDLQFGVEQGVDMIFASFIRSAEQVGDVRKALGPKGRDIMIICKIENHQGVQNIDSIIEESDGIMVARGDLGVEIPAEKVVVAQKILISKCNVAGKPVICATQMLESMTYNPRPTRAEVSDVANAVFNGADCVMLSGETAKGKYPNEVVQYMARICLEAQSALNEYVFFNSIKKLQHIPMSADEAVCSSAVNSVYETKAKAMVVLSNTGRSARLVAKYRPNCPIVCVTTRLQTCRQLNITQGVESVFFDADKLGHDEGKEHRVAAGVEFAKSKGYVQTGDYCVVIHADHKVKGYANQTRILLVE
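Screened at intermediate enzyme activity to detect both inhibitors and activators: LmPK at 0.1 nM, with a 0.5 nM enzyme column as activation reference. PEP 0.5 mM, ADP 0.1 mM; ATP detected by luminescence after 1 h.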
Tb PYK inh: qHTS of Trypanosoma Brucei Inhibitors. pyruvate kinase (Trypanosoma brucei), Q57TT1. TbPYK enzyme, Kinase-Glo Plus ATP luminescence, 45 min. Potency, µM (doses to about 76.8 µM), without a hit: at the highest dose activity, negative = inhibition, most hits filed as inhibitors. 0.12% of 410,000 active; also: potency is read from the fitted curve at half-maximal effect; nearly all actives have a fitted effect of over 50% in size
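Enzyme and substrate buffer are dispensed first and compound is pin-transferred. ADP at 130 uM final then starts the reaction, which runs 45 min at room temperature. Detection reagent is added for 10 min before luminescence is imaged.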
Sm TGR block: qHTS Assay for the Inhibitors of Schistosoma Mansoni Peroxiredoxins. AID 485364, 2010. 3% of 360,000 active. Potency, µM (highest dose often 114 µM), for inactives: at the top dose activity change, negative = inhibition, hits mostly inhibitors. purified TGR, DTNB reduction, TNB absorbance 405 nm. Schistosoma mansoni thioredoxin glutathione reductase (TGR), Q962Y6; also: potency is read from the fitted curve at half-maximal effect; nearly all actives have a fitted effect of over 60% in size
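Kinetic colorimetric format: TGR-catalysed, NADPH-driven DTNB reduction monitored via TNB absorbance. Enzyme dispensed at 20 nM; compound exposure 15 min at room temperature before reaction start.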
HCMV inh: qHTS Assay for inhibitors of the human cytomegalovirus (HCMV); 4.5% of 410,000 active; HFF cells, HCMV-luciferase reporter, 72 h; active compounds read low; activity change, negative = inhibition, % at 57.5 µM; in the data active = activity change below about -60%; inconclusive = no clear call, values can overlap the other calls; inactive = above about -39%
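After 16 h attachment at 37C, HFF cells received test compound and HCMV-luciferase (1 PFU/cell); reporter luminescence read 72 h later, data normalized against buffer-only and known inhibitor Salinomycin.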
AmpC no deterg: qHTS Inhibitors of AmpC Beta-Lactamase (assay without detergent) | AmpC nitrocefin hydrolysis, absorbance 480 nm, 0.0001% Triton | Potency, µM (highest dose often 57.1 µM), for inactives: at the highest dose activity change, negative = inhibition, actives largely listed as inhibitors | 0.52% of 330,000 active | P00811;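 also: potency is read from the fitted curve at half-maximal effect; plate controls were no compound for no effect and no enzyme for full effect; nearly all actives have a fitted effect of over 20% in size; some results filed as inactive show a strong effect at the top dose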
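AmpC (5.3 nM in the dispensed reagent) in 20 mM phosphate pH 7.0 with 0.01% (detergent screen) or 0.0001% Triton X-100 was preincubated with compounds for 15 min at room temperature. Nitrocefin was then added from an 800 uM solution, and hydrolysis was followed at 480 nm.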
* marks the source's active call; other numbers are inactive results; ? = inconclusive; / = no result given; & = joins results of further samples; [ ] = another dose, or the depositor's remark. Unless noted, calls follow the shape of the dose curve; as a rule, active = well fitted curve in the direction sought with a large enough effect; inconclusive = small, poorly fitted or top-dose-only effect, or another doubt; inactive = no such curve, though single readings can be large; an effect the other way counts as inactive or inconclusive. Unless noted, % is scaled to controls: 0 for no effect and ±100 for the full control effect.

SMILES	AMA1 RON2 block	AmpC inh detg	LmPK inh	Tb PYK inh	Sm TGR block	HCMV inh	AmpC no deterg
COc1ccc(C(=O)COC(=O)c2n[nH]c3ccccc23)c(OC)c1	0%	?	/	0%	-2%	30	-37%
C[n+]1ccccc1/C=C/c1c(F)cccc1F	-3%	?	8%	-8%	13µM*	?	-22%
COc1ccc(C)cc1NC(=O)NCc1ccco1	7%	-8%	4%	0%	-9%	3	-6%[2.29 µM]
O=C(C1=C[C@@H](c2csc3ccccc23)C[C@@H](OCCCCO)O1)N1CCN(Cc2ccc3c(c2)OCO3)CC1	-23%	9%	6%	-1%	-10%	2	201%[activator]
C/C(=N\Nc1nc2ccccc2c(=O)n1O)c1ccco1	12%	-1%	1%	-6%	40µM*	96	-14%
Cc1ccc(S(=O)(=O)N2CCC(=O)CC2c2ccccc2)cc1 (centres undefined)	1%	/	/	3%	/	-19	/
CN(Cc1nc2ccccc2c(=O)[nH]1)C(=O)c1cc(C2CC2)nn1-c1ccccc1	19%	4%	/	-2%	-22%	-14	27%
CCCC(=O)O[C@]1(C(=O)CO)CC[C@H]2[C@@H]3CCC4=CC(=O)CC[C@]4(C)[C@H]3[C@@H](O)C[C@@]21C	-5%	-9%	1%	-3%	-12%	5	33%
Cc1ccc(S(=O)(=O)N2CCCC(C(=O)NC3CCCC3)C2)cc1 (centres undefined)	-1%	-12%	11%	-3%	-6%	-30	-5%
O=C1c2ccccc2C(=O)N1/N=C/c1ccc(Oc2ccc([N+](=O)[O-])cn2)cc1	2%	-13%	-16%	5%	4%	-7	-16%
O=C(c1cccc(S(=O)(=O)N2CCN(c3ccccc3)CC2)c1)N1CC=C(c2ccccc2)CC1	-5%	-5%	-6%	3%	9%	1	-13%
CC(=O)N1CCc2c(sc3c2c(=O)n(-c2ccccc2C)c(=O)n3CC(=O)Nc2ccccc2)C1	/	-2%	/	-7%	-11%	27	/
CC(=O)c1ccc(N=C2C(=O)Nc3ccccc32)cc1	1%	-10%	-2%	3%	8%	3	-13%
O=C(C1=C(O)C(=O)N(CC2CCCO2)C1c1ccc(Cl)cc1Cl)c1ccco1 (centres undefined)	2%	-6%	-3%	1%	-21%	-31	-24%
Cc1cccc(C(=O)N2CCC(=O)N(C(COCc3ccc(Cl)cc3)Cc3ccccc3)CC2)c1 (centres undefined)	-17%	-13%	2%	1%	-2%	-20	203%[activator]
CCOc1cc(C(=O)Nc2ccc(S(=O)(=O)NC3=NCCCCC3)cc2)cc(OCC)c1OCC	4%	-4%	3%	1%	2%	-31	77%[activator]
COc1ccccc1NC1=NC(C)(C)N=C(N)N1	-4%	-10%	2%	1%	-14%	33	-6%
CCN1CCN(c2ccc(S(=O)(=O)N3CCOCC3)cc2NC(=O)/C=C/c2ccc([N+](=O)[O-])cc2)CC1	-21%	-14%	/	-4%	-33%	7	137%[activator]
COc1ccc(OC)c(C2NC(=O)NC(C)=C2C(=O)OCc2ccccc2)c1 (centres undefined)	11%	-2%	5%	-10%	-26%	28	5%
O=C(COC(=O)c1cc(=O)c2ccccc2o1)NCC1CCCCC1	-8%	-3%	-1%	4%	-1%	-38	-7%
CC1CCCC(C)N1C(=O)COC(=O)c1ccc[nH]c1=O (centres undefined)	9%	-6%	-7%	0%	-10%	26	-17%
COc1ccccc1NC(=O)CNC(c1ccccc1)c1ccccc1	-6%	-2%	1%	-5%	1%	-14	-25%
CC(C)Oc1ccc(CCN=C(N)N=C(N)N)cc1Cl	55%[activator]	2%	1%	11%	13%	?	57%
O=C(O)Cc1cnc[nH]1	24%	/	/	3%	/	-4	/
CC(=O)c1cccc(S(=O)(=O)NCC(c2ccco2)N2CCCCC2)c1 (centres undefined)	-1%	-6%	5%	-12%	-33%	18	4%

Brought forward from above: 4 compounds, followed by the next part.
SMILES	AMA1 RON2 block	AmpC inh detg	LmPK inh	Tb PYK inh	Sm TGR block	HCMV inh	AmpC no deterg
COc1ccccc1NC(=O)CNC(c1ccccc1)c1ccccc1	-6%	-2%	1%	-5%	1%	-14	-25%
CC(C)Oc1ccc(CCN=C(N)N=C(N)N)cc1Cl	55%[activator]	2%	1%	11%	13%	?	57%
O=C(O)Cc1cnc[nH]1	24%	/	/	3%	/	-4	/
CC(=O)c1cccc(S(=O)(=O)NCC(c2ccco2)N2CCCCC2)c1 (centres undefined)	-1%	-6%	5%	-12%	-33%	18	4%
CCOc1ccc(CC(=NCCc2ccccc2)C2=C(O)CC(C)(C)CC2=O)cc1OCC	-1%	?	3%	-10%	?	?	73%[activator]
S=C1NCN(Cc2ccccc2)CN1C1CCCCC1	-3%	?	5%	-6%	0%	-17	-20%
CCCN(CCC)c1nc(NC2CCN(C(=O)OCC)CC2)nc(OC)n1	-7%	-11%	4%	-22%	5%	?	107%[activator]
Cn1c(=S)c2[nH]c(SCCN3CCCC3)nc2n(C)c1=O	81%[activator]	-6%	4%	-18%	40µM*	-9	0%
Cc1ccc2c(CN3CCN(c4ccccc4)CC3)cc(=O)oc2c1	5%	/	/	0%	/	-16	/
O=C(C1CCN(Cc2ccccc2O)CC1)N1CCN(Cc2ccc3c(c2)OCO3)CC1	12%	-2%	6%	-9%	-16%	-65*	86%[activator]
O=C(NCCCO)/C(=C/c1ccc(-c2cccc([N+](=O)[O-])c2)o1)NC(=O)c1ccccc1	6%	-3%	-2%	0%	-11%	-25	50%
CC(=O)c1ccc(NC(=S)Nc2ccc3cn[nH]c3c2)cc1	16%	-7%	-4%	1%	20µM*	-68*	-34%
COCCn1c(SCC(=O)Nc2ccccc2F)nnc1-c1ccoc1C	2%	-8%	1%	1%	-11%	0	0%
COc1ccc(C(c2sc3nc(C)nn3c2O)N2CCC3(CC2)OCCO3)cc1 (centres undefined)	-4%	-3%	-4%	7%	-24%	-14	17%
O=C1OCCC1Sc1nnc(-c2ccco2)n1-c1ccccc1 (centres undefined)	17%	-3%	0%	-9%	?	8	-17%
COc1cccc(C2CC(=O)Nc3c2c(=O)[nH]c2ncnn32)c1 (centres undefined)	-4%	10%	0%	0%	2%	-11	-5%
CCOC(=O)/C(C#N)=C\c1cc(OC)c(OC)cc1[N+](=O)[O-]	-11%	-5%	-1%	-24%	32%	17	-21%
Cc1cc(C)cc(OCC(=O)N2N=C(C(F)(F)F)CC2(O)C(C)(C)C)c1 (centres undefined)	2%	-13%	5%	-10%	50µM*	-29	-26%
O=C(CCCSc1ccccc1)Nc1cccc(CO)c1	5%	-10%	5%	-2%	-1%	20	-54%
O=C(Nc1ccc(Cl)c(Cl)c1)c1cccnc1	8%	-14%	-2%	4%	-1%	61	-17%
COc1cc(/C=N/NC(=O)c2ccc(NC(=O)C3CCCCC3)cc2)ccc1O	-1%	-1%	8%	2%	0%	73	31%
CCOc1ccc(-c2nnc(-c3ccc(OC)cc3)o2)cc1	-6%	-12%	3%	-6%	1%	51	21%
CCN(CC)CCN1C(=O)C(O)=C(C(=O)c2cc3ccccc3o2)C1c1cccnc1 (centres undefined)	6%	-11%	0%	-4%	-34%	59	-11%
Cc1ccc(OCCn2ccc(=O)[nH]c2=O)cc1C	4%	0%	-1%	-12%	7%	8	-9%
C=CCNC(=S)N/N=C(\C)c1cc(OC)c(OC)c(OC)c1	30%	3%	1%	-8%	-16%	-25	-8%
Cc1ccc2nc(SCC(=O)Nc3cccc4ccccc34)nc(=O)n2c1	-17%	?	/	-1%	2%	14	-3%
O=C(Nc1nc(-c2cccnc2)cs1)c1ccccc1F	5%	1%	-2%	0%	-3%	16	-16%
COC(=O)c1ccc(Cn2c(O)c(N=NC(N)=S)c3ccccc32)o1	63%[activator]	2%	7%	0%	-8%	-21	-44%
CCOc1ccc2nc(NC(=O)CSc3nc4c(c(=O)n(C)c(=O)n4C)n3CC)sc2c1	-5%	?	4%	3%	-2%	40	-12%

More entries.
SMILES	AMA1 RON2 block	AmpC inh detg	LmPK inh	Tb PYK inh	Sm TGR block	HCMV inh	AmpC no deterg
Cc1cccc(C#Cc2ccccc2)n1	5%	?	/	-17%&-18%	?	-65*	-8%
COc1ccccc1CCC(=O)N(C)CC(=O)Nc1ccc(F)cc1	14%	3%	-12%	-1%	1%	2	-7%
COc1ccc(-c2coc3cc(O)c(OC)cc3c2=O)cc1	6%	6%	/	5%	2%	112	-2%
O=C(Nc1ccc(Cl)cc1)Nc1ccc(S(=O)(=O)Nc2ncccn2)cc1	-8%	1%	0%	1%	10%	?	-44%
CCc1ccccc1N1CC(c2nc3ccccc3n2CCCOc2ccc(Cl)cc2)CC1=O (centres undefined)	/	-6%	/	-30%	0%	14	/
COc1ccc(-c2csc(N3CCOCC3)n2)cc1OC	-5%	-9%	1%	?	20%	97	0%
COc1ccccc1NS(=O)(=O)c1cccc(NC(=O)c2cncc(Br)c2)c1	32%[activator]	/	/	3%	/	?	-25%
Cc1nnc(N)nc1C	6%	-1%	0%	-2%	0%	4	-2%
Cc1cc(C)n(C(=O)CNC(=O)c2ccc(C(C)(C)C)cc2)n1	24%	-6%	2%	4%	-1%	-25	-1%
COc1ccc(C(=O)C2CCCN(Cc3sc(N4CCCC4)nc3Cl)C2)c(OC)c1 (centres undefined)	-4%	1%	-3%	-16%	-4%	-72*	151%[activator]
COc1ccc(C2(C(=O)Nc3ccc(C)cc3)CCOCC2)cc1	5%	6%	1%	-13%	0%	12	7%
Cc1ccc(NC(=O)c2cccc(NC3=NC4CS(=O)(=O)CC4S3)c2)cc1 (centres undefined)	30%	-17%	0%	-7%	-1%	-16	-50%
CC(=O)NC(Nc1nc2c(s1)CCCC2)(C(F)(F)F)C(F)(F)F	4%	-14%	2%	-1%	-4%	-13	-7%

Of the compounds above, two contain a tert-butyl group.
SMILES	AMA1 RON2 block	AmpC inh detg	LmPK inh	Tb PYK inh	Sm TGR block	HCMV inh	AmpC no deterg
Cc1cc(C)cc(OCC(=O)N2N=C(C(F)(F)F)CC2(O)C(C)(C)C)c1 (centres undefined)	2%	-13%	5%	-10%	50µM*	-29	-26%
Cc1cc(C)n(C(=O)CNC(=O)c2ccc(C(C)(C)C)cc2)n1	24%	-6%	2%	4%	-1%	-25	-1%

Source: PubChem (National Center for Advancing Translational Sciences (NCATS))
